KB-3-1 cytotox: qHTS assay for MDR1-selective chemotherapeutics: Primary screen using the parental adenocarcinoma cell KB-3-1 | hit rate 1.4% among 400,000 | KB-3-1 viability, CellTiter-Glo ATP luminescence, 72 h | AID 1347075, 2019 | Potency, µM (doses to about 46.1 µM), for inactives: at the top dose activity change, negative = cytotoxic, usual class: cytotoxic; note: potency is the fitted concentration of half-maximal effect; % is set by controls: 0 for no effect and ±100 for the full control effect; nearly all actives have a fitted effect of over 60% in size
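Viability of parental KB-3-1 cells, measured by CellTiter-Glo luminescence, followed a 72 h incubation at 37 °C with pinned compounds in phenol-red-free DMEM containing 10% FBS.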
SW480 rereplic: A quantitative high throughput screen for small molecules that induce DNA re-replication in SW480 colon adenocarcinoma cells; SW480 DNA re-replication, Hoechst DNA content imaging, 48 h; Potency, µM (highest dose often 46.1 µM), for the others: top-dose re-replication activation, actives largely listed as activators; hit rate 1.8% among 340,000; AID 624297, 2012; note: potency is the fitted concentration of half-maximal effect; % of control where 0% means no effect; nearly all actives have a fitted effect of over 55% in size
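Quantitative HTS format with DMSO vehicle controls; 48 hr drug incubation at 37 C, then 40 min Hoechst staining and scanning imager measurement at 405 nm excitation.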
MCF10A rereplic: A quantitative high throughput screen for small molecules that induce DNA re-replication in MCF 10a normal breast cells. Potency, µM (titrated, usually from 46.1 µM), without a hit: at the highest dose activity, positive = re-replication, actives largely listed as activators. AID 624296, 2012. hit rate 2.9% among 350,000. MCF 10A DNA re-replication, Hoechst nuclear intensity, 48 h; note: potency is the fitted concentration of half-maximal effect; % of control where 0% means no effect; nearly all actives have a fitted effect of over 50% in size
HT1080NT lethal: qHTS for induction of synthetic lethality in tumor cells producing 2HG: qHTS for the HT-1080-NT fibrosarcoma cell line; HT-1080-NT fibrosarcoma viability, CellTiter-Glo ATP luminescence, 48 h; Potency, µM (doses to about 46.1 µM), for the others: at the top dose activity, negative = less viability, actives largely listed as cytotoxic; hit rate 1.6% among 360,000;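 note: NT is the 2HG producing partner of a matched IDH1 knockdown line; potency is the fitted concentration of half-maximal effect; 0% = DMSO-treated cells and -100% = media-only wells without cells; nearly all actives have a fitted effect of over 55% in size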
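Viability by CellTiter-Glo luminescence after 48 h compound exposure at 37C of HT-1080-NT cells (750/well, RPMI, 5% FBS). % activity scaled between DMSO wells and medium-only wells, then curve-fitted and categorized by curve class.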
HT1080 IDH1KD tx: qHTS for induction of synthetic lethality in tumor cells producing 2HG: qHTS for the HT-1080-IDH1KD cell line; HT-1080 IDH1 knockdown viability, ATP luminescence, 48 h; Potency, µM (doses to about 46.1 µM), without a hit: top-dose activity, negative = toxicity, usual class: cytotoxic; hit rate 2% among 360,000; AID 686971, 2013;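 note: potency is the fitted concentration of half-maximal effect; 0% = DMSO wells and -100% = cell-free medium wells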
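Knockdown cells (IDH1KD HT-1080) received compounds 2 h after plating at 750 cells/well and were kept 48 h at 37 °C in 5% FBS RPMI. A CellTiter-Glo luminescence read gave % activity for curve fitting.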
HEK293 tox: qHTS of GLP-1 Receptor Inverse Agonists: Cytotox Screen; AID 624418, 2012; Potency, µM (doses to about 38.3 µM), for the others: top-dose activity change, negative = inhibition, actives largely listed as inhibitors; HEK293 cAMP-luciferase reporter cells, luminescence, 24 h; hit rate 0.13% among 410,000;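 note: loss of luciferase light is scored as toxicity; potency is the fitted concentration of half-maximal effect; % is set by controls: 0 for no effect and ±100 for the full control effect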
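Seeding density was 200 cells/uL; after overnight-length (12 h) culture, 23 nL compounds went on for 24 h at 37 °C. Readout used a luciferase detection reagent, luminescence taken after 12 min at room temperature.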
IL-1B inflam inh: qHTS for Inhibitors of Inflammasome Signaling: IL-1-beta AlphaLISA Primary Screen | THP-1 LPS/ATP IL-1B secretion, AlphaLISA, 16 h; active compounds read low | activity change, % at 57.5 µM | hit rate 4.7% among 360,000 | AID 743279, 2014; in the data active = activity change below about -50%; inconclusive = mostly about -30% to -49%; note: % is set by controls: 0 for no effect and ±100 for the full control effect
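Secreted IL-1B measured by AlphaLISA bead assay after 16 h compound exposure of THP-1 cells; compounds (final up to 57.5 uM) added 1 h before LPS (250 ng/mL) and ATP (1.25 mM) stimulation; lower signal means less secretion.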
DRD3 agonist: qHTS of D3 Dopamine Receptor Agonist: qHTS; hit rate 0.58% among 410,000; D3R DiscoveRx beta-arrestin cells, luminescence, 90 min; max activation, %; in the data active = max activation above about 30%; note: 0% is about no effect; mostly tested at two doses, the higher about 12 µM
Target sequence (P35462 whole entry, looked up): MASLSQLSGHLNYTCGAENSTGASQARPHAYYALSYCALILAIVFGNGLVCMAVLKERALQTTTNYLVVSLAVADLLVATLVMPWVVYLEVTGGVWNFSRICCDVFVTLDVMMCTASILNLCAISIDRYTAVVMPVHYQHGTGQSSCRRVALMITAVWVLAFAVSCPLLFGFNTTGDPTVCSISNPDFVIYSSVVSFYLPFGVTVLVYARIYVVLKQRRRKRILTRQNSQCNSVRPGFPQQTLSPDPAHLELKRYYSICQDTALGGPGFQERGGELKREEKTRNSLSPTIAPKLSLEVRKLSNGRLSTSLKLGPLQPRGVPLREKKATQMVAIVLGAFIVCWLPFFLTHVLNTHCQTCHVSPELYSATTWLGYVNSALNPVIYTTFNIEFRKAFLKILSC
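Agonist mode: compounds and dopamine controls were applied to plated cells for 90 min at 37 degrees C after an overnight attachment at 1500 cells/well. Luminescent read-out followed 30 - 60 minutes at room temperature with DiscoveRx detection reagent.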
KB-V1 MDR tox: qHTS assay for MDR1-selective chemotherapeutics: Primary screen using the drug-selected MDR subline cells KB-V1. Potency, µM (doses to about 46.1 µM), for the others: top-dose activity change, negative = cytotoxicity, actives largely listed as cytotoxic. AID 1347076, 2019. hit rate 3.4% among 400,000. KB-V1 MDR cells viability, CellTiter-Glo, 72 h; note: potency is the fitted concentration of half-maximal effect; % is set by controls: 0 for no effect and ±100 for the full control effect; nearly all actives have a fitted effect of over 60% in size
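Following 72 h at 37 degrees C with compound, KB-V1 cell viability was read by CellTiter-Glo luminescence, medium being phenol-red-free DMEM plus 10% FBS; concentration-response parameters came from normalized, curve-fitted qHTS data.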
* = called active by the depositor; ? = inconclusive; . = not tested or not shown; & = joins results of further samples; [ ] = another dose, or the depositor's remark. Unless noted, calls come from the whole dose curve; as a rule, active = well fitted curve in the direction sought with a large enough effect; inconclusive = small, poorly fitted or top-dose-only effect, or another doubt; inactive = no such curve, though single readings can be large; an effect the other way counts as inactive or inconclusive.

SMILES	KB-3-1 cytotox	SW480 rereplic	MCF10A rereplic	HT1080NT lethal	HT1080 IDH1KD tx	HEK293 tox	IL-1B inflam inh	DRD3 agonist	KB-V1 MDR tox
CSc1ccc(Cl)c(C(=O)N2CCOc3ccccc32)c1	-13%	?	-1%	-17%	-11%	3%	49	2	-12%
Cc1ccccc1NCc1ccccc1O	-4%	-6%	0%	2%	1%[9.24 µM]	-16%	-20	5	-4%
CCOC(=O)c1sc(N(Cc2ccccc2)C(=O)CSc2ncn[nH]2)nc1C	-7%	2%	?	-20%	-24%	-7%	-52*	10	-3%
COc1cccc(Nc2nc3ccccc3nc2NS(=O)(=O)c2cccs2)c1	?	-7%	24%	-19%	-25%	14%	?	-6	0%
Cc1nonc1OCCn1c([N+](=O)[O-])cnc1C	0%	-9%	1%	0%	2%	4%	3	0	-7%
COc1cc(C(C)=O)ccc1OCC(=O)Nc1ccc(C)c(S(=O)(=O)N2CCCCCC2)c1	-4%	-5%	-1%	-22%	-22%	-20%	-59*	20	0%
Cc1c(Br)c([N+](=O)[O-])nn1CC(=O)Nc1nccs1	-3%	3%	-4%	9%	14%	2%	37	-1	-8%
CCOc1cc(CNCc2ccncc2)cc(Cl)c1OC	-9%	-5%	?	-4%	-5%	13%	-6	-2	-1%
Cc1ccc(C(=O)C(C)OC(=O)CN2C(=O)NC3(CCCC3)C2=O)cc1 (stereo not given)	-10%	-6%	1%	7%	0%	8%	-7	-1	0%
COc1ccc(Oc2cn[nH]c2-c2ccc(O)cc2O)cc1	?	2%	?	-6%	-10%	9%	-2	5	-7%
COC(=O)c1ccc(COc2cccn3c(N(C)C(=O)CCC4CCCC4)c(C)nc23)cc1	0%	.	.	?	?	-5%	16	7	-18%
COc1ccc(NS(=O)(=O)c2c(C(=O)N3CCCCCC3)c(C)n(C)c2C)cc1	?	?	0%	1%	-9%	3%	?	7	0%
O=S(=O)(c1ccc(NC(=S)N2CCCCC2)cc1)N1CCCCC1	-7%	.	.	-1%	-12%	6%	30	2	?
O=C(NCc1cccnc1)c1cc(S(=O)(=O)N2CCOCC2)c(Cl)cc1Cl	0%	?	1%	16%	4%	18%	16	-2	8%
COc1ccc(N2C(=O)NC(NC(=O)C(C)(C)C)(C(F)(F)F)C2=O)cc1 (stereo not given)	-1%	2%	-3%	-1%	-1%	6%	18	5	-2%
O=C1c2cccnc2C(=O)N1CNc1ccc(Cl)cc1	5%	-12%	0%	-10%	-5%	-3%	3	-1	13%
CC(C)[C@H](NC(=O)OCc1ccccc1)C(=O)NC(C=O)Cc1ccccc1 (stereo not given in full)	0%	-73%[inhibitor]	?	-4%	-1%	-10%	-8	11	-15%
CCN(CC)c1ccc(/C=C(\C#N)C(=O)NCc2ccccc2)cc1	0%	?	11%	-1%	-16%	14%	?	-10	?
COc1cccc(NC(=S)NC(=O)c2cccnc2)c1	17%	2%	-15%	0%	3%	-23%	29	-13	?
CCn1cc(S(=O)(=O)NC(C)c2cc(OC)ccc2OC)cn1 (stereo not given)	13%	0%	-4%	19%	9%	0%	27	-10	20%

Looked up by structure from the list above (2):
SMILES	KB-3-1 cytotox	SW480 rereplic	MCF10A rereplic	HT1080NT lethal	HT1080 IDH1KD tx	HEK293 tox	IL-1B inflam inh	DRD3 agonist	KB-V1 MDR tox
CCn1cc(S(=O)(=O)NC(C)c2cc(OC)ccc2OC)cn1 (stereo not given)	13%	0%	-4%	19%	9%	0%	27	-10	20%
COC(=O)c1ccc(COc2cccn3c(N(C)C(=O)CCC4CCCC4)c(C)nc23)cc1	0%	.	.	?	?	-5%	16	7	-18%

Further results follow.
SMILES	KB-3-1 cytotox	SW480 rereplic	MCF10A rereplic	HT1080NT lethal	HT1080 IDH1KD tx	HEK293 tox	IL-1B inflam inh	DRD3 agonist	KB-V1 MDR tox
O=C(O)CCC(=O)Nc1ccc(N2CCCCCC2)cc1	5%	1%	20%	3%	-11%	-1%	19	1	-12%
COc1ccc(NS(=O)(=O)c2cc(NC(=O)c3nc4nc(C)cc(C)n4n3)ccc2C)cc1	2%	-4%	-7%	?	?	-7%	?	6	5%
Cc1c(NC(=O)c2cc(-c3ccc(Cl)s3)nc3ccccc23)c(=O)n(-c2ccccc2)n1C	-26%	1%	?	-1%	-14%	3%	?	1	?
COc1cccc2oc(CCc3ccccc3)cc(=O)c12	-7%	-10%	27%	0%	-8%	?	-5	15	-5%
CCn1c(C)nc2cc(C(=O)N/N=C/c3ccc(N4CCOCC4)cc3)ccc21	-2%	-3%	?	3%	-10%	-10%[7.66 µM]	11	-1	-6%
COc1ccc(C(=O)CSc2nnc(CN3CCCCC3)n2-c2ccc(Cl)cc2)cc1OC	-6%	4%	?	-14%	-2%	-9%	-13	2	-8%
CSCCC(C(=O)NC1=NCCS1)N1C(=O)c2ccccc2C1=O (stereo not given)	7%	1%	-4%	16%	8%	-21%	21	-1	4%
CC1(C)Cc2cccc(C(=O)Nc3ccncc3)c2O1	-9%	2%[9.22 µM]	12%	-12%	-5%	-4%	-9	15	?
COc1ccc(N2C(=O)c3ccccc3NC2c2ccc(OC)c(CSc3ccccn3)c2)cc1 (stereo not given)	1%	12%	?	?	?	1%	10	-2	2%
COCCNC(=S)NNC(=O)c1cc(C2CC2)nc2ccccc12	15%	-5%	13%	3%	2%	-6%	18	-6	7%
COc1ccc(NC(=S)Nc2ccccc2)cc1	1%&-7%	-53%&-1%	-12%&22%	3%&0%	10%&10%	10%&-4%	-16&-13	6&0	2%&2%
CCCOc1ccc(-c2nnn(CC(=O)Nc3cccc(C(=O)OC)c3)n2)cc1	1%	8%	16%	9%	6%	-19%	28	3	13µM*
COC1=CC(=NCl)C=CC1=NCl	0%	.	.	24%	22%	-4%	44	-5	6%
O=c1cc(C(F)(F)F)oc2c1ccc1ccccc12	1%	-4%	-1%	24%	13%	-4%	-3	-1	2%
O=C(NCc1ccc(F)cc1)Nc1ccc(Cl)cc1	1%	0%	-1%	-6%	-9%	5%[7.66 µM]	-16	-8	-19%
Cc1ccc(NS(=O)(=O)c2ccc3c(c2)oc(=O)n3C)c(C)c1	-14%	8%	7%	-13%	-7%	-3%	16	-9	-3%
CC(C(=O)Nc1nccs1)c1ccc([N+](=O)[O-])cc1 (stereo not given)	6%	-1%	12%	0%	-2%	6%	18	-2	12%
CC(C)NS(=O)(=O)c1ccc(OCC(=O)Nc2ccccc2F)cc1	-2%	-3%	17%	0%	5%	-2%	-1	-4	4%
O=C(Nc1ccc(F)c(Cl)c1)C1CCCC1	3%	5.8µM*	?	2%	-1%	7%	-1	7	-3%
CC(Sc1cccc2cccc(C(=O)O)c12)C(=O)O (stereo not given)	10%	-1%	0%	22%	14%	9%	-9	-2	0%
Clc1ccc(SCCOCCN2CCCCC2)cc1	-8%	-3%	?	-25%	-25%	-8%	0	-14	?
CC(C)(C)NCc1cc(Br)ccc1OC1CCCC1	-7%	-106%[inhibitor]	4%	2%	2%	4%	-14	-10	-23%
Cc1ccc(Cn2c(=O)c3c(nc4n3CCN4Cc3ccco3)n(C)c2=O)cc1	-3%	-3%	9%	-19%	-6%	11%	6	-8	?
Nc1nc(N2CCCCC2)nc(N(c2ccccc2)c2ccccc2)n1	15%	-14%	4%	27%	5%	-7%	1	3	0%
NS(=O)(=O)c1ccc(NC(=O)COC(=O)c2ccc(S(=O)(=O)N3CCOCC3)cc2)cc1	6%	-5%	-4%	7%	0%	-4%	28	9	0%
COc1cccc(/C=N/n2c(COc3ccccc3)n[nH]c2=S)c1	24%	-2%	-5%	-17%	-11%	-2%	31	-6	?
Cc1ccc2c(=O)cc(C(=O)Nc3nnc(CC(C)C)s3)oc2c1C	6%	.	.	.	.	35%[activator]	.	-15	?
CCOC(=O)N1CCN(c2ccc(C(=O)c3cccc(F)c3)cc2)CC1	-8%	-4%	-7%	?	-1%	2%	?	15	?
CC(=O)Nc1ccc(S(=O)(=O)NNC(=O)C2CCCCC2)cc1	-11%	2%	1%	12%	0%	6%	1	7	-4%
CCOc1cc2[nH]c(=O)n(CC3CCC(C(=O)NCCCOC)CC3)c(=O)c2cc1OCC (stereo not given)	4%	-8%	0%	7%	3%	7%	-8	2	3%
CS(=O)(=O)N(CC(=O)N1CCN(Cc2ccccc2)CC1)c1ccc(F)cc1	-5%	-33%	25%	1%	2%	4%	8	-4	-6%
COc1ccc(CN2C(=O)C(CC(=O)NC3CCCC3)CC(C(=O)N(C(C)C)C(C)C)=C2C)cc1 (stereo not given)	4%	.	.	8%	-3%	-9%	16	-9	-1%
CCN(CC)c1nc(-c2cccc(OC)c2O)nc2ccccc12	-6%	-5%[9.22 µM]	8%	-2%	?	-6%	-16	12	-18%
COC(=O)c1nn(-c2ccccc2)c(=O)cc1Oc1ccccc1	-9%	0%	0%	-7%	-12%	1%	7	-1	-16%
COc1ccc(Nc2c(-c3ccc(C)cc3)nc3cnccn23)cc1	-6%	0%	?	11%	4%	5%	19	-10	-11%
CC(=NCCc1ccccc1)C1=C(O)C(c2ccccc2)OC1=O (stereo not given)	13%	?	?	-2%	1%	12%	-12	0	-27%
O=C(COc1ccccc1[N+](=O)[O-])N/N=C/c1ccc(O)c([N+](=O)[O-])c1	-8%	-9%	6%	0%	-10%	-31%	28	8	4%
COC(=O)c1sc(C(F)(F)F)c(-c2ccccc2)c1S(=O)(=O)NC(C)(C)C	?	-1%	0%	-1%	0%	2%	-2	1	0%
O=C1C(=Cc2cccs2)C(=O)c2ccccc21	3%	-52%[inhibitor]	-13%	-3%	-10%	4%	0	-8	-2%

Screens: PubChem, National Center for Advancing Translational Sciences (NCATS)
